# Screening data deposited in PubChem BioAssay by National Center for Advancing Translational Sciences (NCATS).
# S3 lipid droplet: qHTS Assay for Lipid Storage Modulators in Drosophila S3 Cells | Drosophila S3 cells, BODIPY lipid droplet fluorescence, 18-24 h; cells fed with added oleic acid | Potency in µM for hits, for the others lipid storage change, negative = inhibition, % at the top dose, mostly 46.1 µM | 320,000 compounds, 0.64% hits | AID 2685, 2010; active = well fitted inhibition curve with a large enough effect in the signal ratio, with a control signal flat, not every such curve was filed as active; inconclusive = small, poorly fitted or top-dose-only effect, or effect the other way, or a change in a side signal; the % refers to the signal ratio
#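 Drosophila S3 cells got compounds at several concentrations plus oleic acid (400 uM solution). Laser-scanning cytometry with 488 nm excitation read lipid droplets at 500-530 nm and cells at 575-640 nm. Percent activity was relative to 20 uM Triacsin C.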
# S3 lipid droplet cell count max: second read-out of S3 lipid droplet, no call of its own (marks repeat the call); cell number change, %; measured here: cell count max response;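 cells counted by Cell Tracker Red CMTPX staining in the red channel; peak over a dose series mostly up to 46.1 µM; percent activity relative to internal control wells on each plate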
# * hit, by the source's call; i = inactive; ? = inconclusive; · = no result given; [ ] = remark or other dose. % is set by controls: 0 for no effect and ±100 for the full control effect; potency is the fitted concentration of half-maximal effect. Some of the compounds tested; count on the stated rates, not on these rows.
S3 lipid droplet	S3 lipid droplet cell count max	structure
4%	6	CC1=C(C(=O)OC(C)C)C(c2ccc(C)o2)NC(=O)N1 (stereo not drawn)
1%	1	COc1ccc(N2CCN(C(=S)Nc3ccc(S(N)(=O)=O)cc3)CC2)cc1
?	·	O=C(COC(=O)c1cc(=O)c2ccccc2o1)NC1CCCCC1
10%[0.0737 µM]	29	CCN(CC(=O)Nc1ccc(NC(C)=O)cc1)C(=O)CCCN1C(=O)c2ccccc2C1=O
13%	-1	CC1CCCCN1S(=O)(=O)CCNC(=O)c1ccccc1 (stereo not drawn)
?	·	O=C(Oc1cccnc1)c1ccc(Cl)c(Cl)c1
?	·	COc1c(C)cc(S(=O)(=O)N2CCOCC2)c(C)c1C
i	18	COc1cc2c(cc1OC)CN(CC(=O)NC(=O)NCc1ccco1)CC2
?	·	CC(C)(C)n1c(=O)[nH]c2c(c1=O)CCC2
-3%	2	CCCCOc1cccc(-c2cc(C(=O)NNC(=S)NCC)c3ccccc3n2)c1
?	·	Cc1cc(C(=O)CN2CC(C)OC(C)C2)c(C)n1-c1ccccc1 (stereo not drawn)
15%	11	CC1CCCCN1CC(=O)c1c[nH]c2ccccc12 (stereo not drawn)
0%	7	COc1ccccc1OCCC(=O)NCc1ccc2c(c1)OCO2
i	-23	O=C(c1c(F)cccc1F)N(C1CCCCC1)C1CCCCC1
?	·	Cc1cc(Cl)c(S(=O)(=O)N2CCCCCC2)cc1OCC(=O)NC1CCCCC1

# As a short view, part of the list above:
S3 lipid droplet	S3 lipid droplet cell count max	structure
4%	6	CC1=C(C(=O)OC(C)C)C(c2ccc(C)o2)NC(=O)N1 (stereo not drawn)
1%	1	COc1ccc(N2CCN(C(=S)Nc3ccc(S(N)(=O)=O)cc3)CC2)cc1
?	·	O=C(COC(=O)c1cc(=O)c2ccccc2o1)NC1CCCCC1

# The list goes on:
S3 lipid droplet	S3 lipid droplet cell count max	structure
?	·	O=c1[nH][nH]c(-c2ccccc2)c1C=Nc1ccc(OC(F)(F)F)cc1
?	·	COc1ccccc1CN(C)CC(=O)NC(=O)NC1CCCCC1
-3%	-22	Cc1ccccc1-n1ccnc1SCC(=O)NCc1ccco1
?	·	COc1cccc(C(=O)NCCS(=O)(=O)N2CCCC2)c1
?	·	O=C(c1n[nH]c2ccccc12)N1CCCCC1
?	·	c1ccc(OCc2nc(-c3ccccc3)no2)cc1
0%	24	Cc1c(NC(=O)COc2cccc3c2OC(C)(C)C3)c(=O)n(-c2ccccc2)n1C
?	·	O=C(COC(=O)c1ccc(Br)o1)NCc1ccc(F)cc1
2%	·	O=C(N/N=C/c1cccnc1)C1CCCCC1
i	-20	O=Cc1c(NCc2ccc(Cl)cc2)c2ccccc2[nH]c1=O
3%	·	COc1ccc(C2=NOC(C(=O)Nc3c(C)n(C)n(-c4ccccc4)c3=O)C2)cc1 (stereo not drawn)
?	·	COc1ccc(NC(=O)CCN2CCN(S(=O)(=O)c3ccc(Cl)cc3)CC2)cc1
?	·	CCOc1ccc(CCNC(=O)COC(=O)c2sccc2C)cc1OCC
?	·	COc1nc(-c2ccccc2)cc(-c2ccccc2)n1
-23%	-13	COc1c(C(CC(C)C)OC(C)=O)ccc2c1C(=O)OCc1cc(C)cc(O)c1O2 (stereo not drawn)

# Arranged by number of heavy atoms (falling): 13 of the compounds above
S3 lipid droplet	S3 lipid droplet cell count max	structure
10%[0.0737 µM]	29	CCN(CC(=O)Nc1ccc(NC(C)=O)cc1)C(=O)CCCN1C(=O)c2ccccc2C1=O
3%	·	COc1ccc(C2=NOC(C(=O)Nc3c(C)n(C)n(-c4ccccc4)c3=O)C2)cc1 (stereo not drawn)
?	·	COc1ccc(NC(=O)CCN2CCN(S(=O)(=O)c3ccc(Cl)cc3)CC2)cc1
1%	1	COc1ccc(N2CCN(C(=S)Nc3ccc(S(N)(=O)=O)cc3)CC2)cc1
?	·	O=c1[nH][nH]c(-c2ccccc2)c1C=Nc1ccc(OC(F)(F)F)cc1
?	·	O=C(COC(=O)c1cc(=O)c2ccccc2o1)NC1CCCCC1
i	-23	O=C(c1c(F)cccc1F)N(C1CCCCC1)C1CCCCC1
i	-20	O=Cc1c(NCc2ccc(Cl)cc2)c2ccccc2[nH]c1=O
13%	-1	CC1CCCCN1S(=O)(=O)CCNC(=O)c1ccccc1 (stereo not drawn)
4%	6	CC1=C(C(=O)OC(C)C)C(c2ccc(C)o2)NC(=O)N1 (stereo not drawn)
15%	11	CC1CCCCN1CC(=O)c1c[nH]c2ccccc12 (stereo not drawn)
?	·	O=C(c1n[nH]c2ccccc12)N1CCCCC1
?	·	CC(C)(C)n1c(=O)[nH]c2c(c1=O)CCC2

# Continuation:
S3 lipid droplet	S3 lipid droplet cell count max	structure
?	·	NS(=O)(=O)c1ccc(-c2ccc(/C=N/Nc3ccc(C(=O)O)cc3)o2)cc1
?	·	CCOc1ccc(CCNC(=O)COC(=O)c2c(C)nn(-c3ccccc3)c2C)cc1OCC
?	·	CCN1CCN(c2cc(C)c3cc(NC(=O)CCC(=O)N4CCN(c5ccccc5OC)CC4)ccc3n2)CC1
6%	-19	CCCC(=O)N=C1SC2CS(=O)(=O)CC2N1c1ccc(C(C)=O)cc1 (stereo not drawn)
?	·	CCOc1ccc(N2CC(C(=O)N3CCc4ccccc43)CC2=O)cc1 (stereo not drawn)
-5%	16	COc1ccc(C)cc1NC(=O)COC(=O)Cc1ccc(-c2ccccc2)cc1
-1%	-2	CCN=C(NCC)SC1CC(=O)N(c2ccc(OCC)cc2)C1=O (stereo not drawn)
4%	0	COc1ccc(-c2noc(-c3ccc(Br)o3)n2)cc1
?	·	Fc1cccc(Cl)c1CSc1ccc2nnc(-c3ccccn3)n2n1
-26%	19	Cc1ccc(CN(C)CC(=O)NC(C)c2ccccc2)cc1 (stereo not drawn)
i	-20	CCOc1ccc(C(C)=O)cc1CN1c2ccc(S(N)(=O)=O)cc2CC1C (stereo not drawn)
?	·	O=C(N/C(=C\c1ccc(-c2ccccc2)o1)C(=O)N1CCOCC1)c1ccccc1
-2%	·	COc1ccc(C2/C(=C(\O)c3cccc(OC)c3)C(=O)C(=O)N2c2ccccn2)cc1 (stereo not drawn)
1%	-4	COc1cccc(N2CCN(C(=O)CCn3c(=S)[nH]c4cc5c(cc4c3=O)OCO5)CC2)c1
0%	-21	O=c1c2ccccc2[nH]c(=S)n1CCN1CCCCC1
?	·	CCc1ccc(C(C)NC(=O)c2ccncc2)cc1 (stereo not drawn)
12%	3	COc1cnc(SCc2ccc(Cl)cc2)nc1Cl
22%	-4	Cc1cc(Cl)c2oc(C(=O)N(C)Cc3ccon3)c(C)c2c1
-20%	-2	COc1ccc(S(=O)(=O)N2CCC(NC(=O)Nc3ccc(C)cc3)CC2)cc1
?	·	COc1cc(C)c(Br)cc1S(=O)(=O)N1CCCC1
-30%	-7	O=C(c1cccc(F)c1)N1CCN(C(=O)c2cc(-c3ccc(Cl)cc3Cl)on2)CC1
?	·	CSc1ncccc1C(=O)Nc1ccc2c(c1)OCO2
-7%	-11	COc1cc(C(=O)OCC(=O)Nc2cc(C)on2)c([N+](=O)[O-])cc1OC
13%	1	COc1cccc(-c2cc(C(=O)NCc3cccs3)no2)c1
?	·	Cc1cc(Br)c(S(=O)(=O)n2nnc3ccccc32)cc1C
?	·	CCCCCc1nnc(NC(=O)C2CCCO2)s1 (stereo not drawn)
14%	-2	COc1ccc(NC(=O)C(c2ccc(OC)cc2)N(C)C(=O)CC2NC(=O)NC2=O)cc1 (stereo not drawn)
?	·	COc1ccc(CSc2nc(C)cc(=O)[nH]2)cc1
i	10	Cn1c(=O)c2c(nc(SCCN3CCOCC3)n2C)n(C)c1=O
?	·	CN(C(=O)CSc1ncccc1C(=O)O)c1ccccc1
4%	-1	Cc1nn(C(C)c2n[nH]c(=S)n2-c2ccc(F)cc2)c(C)c1[N+](=O)[O-] (stereo not drawn)
?	·	CC(=O)Nc1ccc(NC(=O)C23CC4CC(C2)CC(n2cnc(Br)n2)(C4)C3)cc1
-5%	-21	CCN(C(=O)COC(=O)CC1CCCCC1)c1c(N)n(Cc2ccccc2)c(=O)[nH]c1=O
?	·	COc1cc(C(=O)NCCC(=O)NC2CCCCCCC2)cc(OC)c1OC
18%	20	CCOc1ccc(NS(=O)(=O)c2ccc(C(=O)N3CCCC(C)C3)cc2)cc1 (stereo not drawn)
?	·	COCCn1c(SCC(=O)NC2CCCCC2C)nnc1-c1ccncc1 (stereo not drawn)
9%[9.22 µM]	9	Cc1ccc(CNC(=O)C(NS(=O)(=O)c2ccc3nc(C)sc3c2)C(C)C)cc1 (stereo not drawn)
?	·	COC(=O)CNC(=O)COC(=O)/C=C/c1ccccc1[N+](=O)[O-]
4%	3	Cc1ccc(C(=O)N(C)CC(=O)Nc2ccc(F)c(F)c2F)o1
?	·	O=S(=O)(NCC1CCCO1)c1ccc2c(c1)OCCO2 (stereo not drawn)
11%	9	N#C/C(=C\c1ccc(-c2ccc(Cl)c(C(=O)O)c2)o1)c1nc2ccccc2[nH]1
?	·	Cc1ccc(-n2c(Cc3cccs3)nnc2SCC(=O)Nc2ccc(F)c(F)c2)cc1
-12%	-11	COc1ccc(C/C(=N\O)c2ccc(OC)cc2)cc1
?	·	CCCc1nc(N)nc2c1C(=O)CC(C)(C)C2
-2%	8	COc1ccc(Br)cc1/C=N/NC(=O)c1cc(Br)ccc1O
0%	-17	O=C(COc1ccc([N+](=O)[O-])cc1)N/N=C/c1cc([N+](=O)[O-])ccc1N1CCOCC1
?	·	O=C(Nc1ccc2c(c1)OCO2)C1CC(c2ccc(F)cc2)=NO1 (stereo not drawn)
?	·	COC(=O)c1cc(=O)n(CCc2ccc(OC)c(OC)c2)c(=Nc2ccc(F)c(Cl)c2)s1
-8%	10	CC1CCCCN1S(=O)(=O)c1ccc2c(c1)CCN2C(=O)CCC(=O)O (stereo not drawn)
?	·	CCC(=O)Nc1ccc(-c2nn3c(C)nnc3s2)cc1C
-22%	-3	O=C(NCc1ccccc1)C(c1ccccc1)N(Cc1cccs1)C(=O)c1cnccn1 (stereo not drawn)
-1%	5	Oc1ccc(N=Nc2ccccc2C(F)(F)F)c2cccnc12
10%	-9	Cc1cccc(CSc2ccc(-c3ccco3)nn2)c1
7%	13	CCn1c(/C=C/c2cc[n+](C)cc2)nc2ccccc21
?	·	CC1CC(C)CN(C(=O)CN2CCN(Cc3ccc(Cl)cc3)C2=O)C1 (stereo not drawn)
?	·	CCNc1ccc(S(=O)(=O)N(C)C)cc1[N+](=O)[O-]
7%	-7	NCCSc1c(-c2ccc(Cl)cc2)[nH]c2ccccc12
?	·	COc1cccc(C(=O)CN2CCC(NC(=O)NC3CCCCC3)CC2)c1
?	·	Cc1ccc(Nc2nc(N)c([N+](=O)[O-])c(NCc3ccco3)n2)cc1
?	·	COc1ccc(OC)c(NC(=O)CCN2CCN(c3ccccc3OC)CC2)c1

# Going on with the list:
S3 lipid droplet	S3 lipid droplet cell count max	structure
?	·	Cc1nn(-c2nc3ccccc3n2Cc2ccccc2)c2c1C(=O)CC(C)(C)C2
i	·	O=C(CN(C(=O)Cn1nnc(-c2cccs2)n1)c1ccc2c(c1)OCCO2)NCc1ccccc1
8%	8	COc1ccc(CCC(=O)NNC(=O)c2ccccn2)cc1OC
-6%	-10	COc1ccc(C(=O)NCC2(c3ccccc3)CCCC2)c(OC)c1
-3%	-20	C/C(=N\Nc1nc2ccccc2[nH]1)c1ccc2c(c1)OCCO2
22%	-17	CCOC(=O)c1cc(-c2ccco2)nc2c1c(C)nn2-c1ccccc1
5.2µM*	1.3*	Cc1ccc(N(CC(O)CN(C)C)S(=O)(=O)c2ccccc2)cc1 (stereo not drawn)
10%	0	CSc1nc(-c2ccc(Cl)cc2)nn1C(=O)c1ccccc1
8%	4	OCC1(Cc2ccccc2C(F)(F)F)CCN(Cc2ccncc2)CC1
?	·	COc1ccc(CNCc2c(O)c(Cl)cc3c(C)c(C)c(=O)oc23)c(OC)c1
28%	5	O=C(NCc1ccc2c(c1)OCO2)c1ccc(Cl)c(S(=O)(=O)NCc2ccccc2)c1
?	·	COc1ccccc1CN1CC(C(=O)N2CCN(c3ccc(F)cc3)CC2)CC1=O (stereo not drawn)
-10%	-17	CC(C)Oc1ccc(CNC(=S)N/N=C/c2cccnc2)cc1
?	·	Cc1cc(C)c(C(=O)NC2CCCc3c2cnn3-c2ccc(C)c(C)c2)c(=O)[nH]1 (stereo not drawn)
?	·	Cc1ccccc1NS(=O)(=O)c1cc(C(N)=O)ccc1C
?	·	O=C(CNc1cccc(S(=O)(=O)N2CCOCC2)c1)N1CCc2ccccc21
i	19	CC(=O)N1c2ccc(S(=O)(=O)N3CCCC3)cc2CC1C(=O)Nc1cc(C)cc(C)c1 (stereo not drawn)
-21%	-2	O=C(CN1C(=O)NC2(CCCCCC2)C1=O)c1ccc(Cl)cc1
?	·	CCCN1CCN(C(=O)c2cn(CC(C)C)c(=O)c3cc(OC)c(OC)cc23)CC1
?	·	CNc1cc(F)nc(F)n1
?	·	CC(=O)c1c(C)nc2ccc(Br)cc2c1C(=O)O
?	·	CCn1c(COc2cccc(C)c2)nnc1SCC(=O)N1CCCC1
?	·	O=C(NCC1CCOCC1)c1cc(COc2cccc(C(F)(F)F)c2)on1
11%	9	CC(C)CC(C)NNC(=O)c1cc2ccccc2[nH]1 (stereo not drawn)
i	12	O=C(CCCSc1ccccc1)Nc1ccc(Cl)c(S(=O)(=O)N2CCOCC2)c1
?	·	O=C(Cn1ccc([N+](=O)[O-])n1)NCc1nc2ccccc2[nH]1
-1%	25	CCNC(=S)NNC(=O)c1cccn(Cc2ccc(Cl)cc2Cl)c1=O
-2%	·	Cc1cccc(C(=O)NC(=S)Nc2ccccc2C(=O)O)c1
18%	-13	CCOc1ccc(CN2CCN(C/C=C/c3ccc(OC)cc3)CC2CCO)cc1 (stereo not drawn)
